From PubChem
Pf growth 48h: inhibits P. falciparum growth in the first generation, 48 h | 310,000 compounds, 5.9% hits | Potency, µM (highest dose often 28.7 µM), inactives show at the top dose activity change, negative = inhibition, usual class: inhibitors | P. falciparum luciferase growth in erythrocytes, 48 h | AID 504832; also: potency is read from the fitted curve at half-maximal effect; % is scaled to controls: 0 for no effect and ±100 for the full control effect
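Firefly luciferase activity from engineered P. falciparum reports growth; inhibitors lower the luminescent signal. Cultures contained 2% hematocrit erythrocytes at 0.1% final parasitemia.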
Cycloheximide cs: affects cycloheximide protein synthesis inhibition readout, counter-screen; cell reporter, cycloheximide protein synthesis inhibition counterscreen; max response, %; 300,000 compounds, 12% hits; in the data active = max response mostly above about 13%, no sharp cut-off; inactive = mostly below about 14%; also: read at 38.3 µM for the half of the compounds with a filed dose; 0% is about no effect
Sm TGR block: inhibitors of Schistosoma mansoni thioredoxin glutathione reductase; Q962Y6; purified TGR, DTNB reduction, TNB absorbance 405 nm; Potency, µM (titrated, usually from 114 µM), without a hit: top-dose activity change, negative = inhibition, hits mostly inhibitors; 360,000 compounds, 3% hits; also: potency is read from the fitted curve at half-maximal effect; % is scaled to controls: 0 for no effect and ±100 for the full control effect; nearly all actives have a fitted effect of over 60% in size
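TGR 20 nM + NADPH 100 uM (dispensed conc.), cpd preinc 15 min RT; start with NADPH (500 uM addition) then DTNB (15 mM addition). Kinetic TNB absorbance, 405 nm filter. Four-parameter Hill fit across titration.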
FBPA Giardia inh: blocks Giardia fructose-bisphosphate aldolase activity; A8B2U2; 290,000 compounds, 0.71% hits; purified Giardia FBPA; AID 2451; Potency, µM (doses to about 59.6 µM), for the others: at the top dose activity, negative = inhibition, most hits filed as inhibitors; also: potency is read from the fitted curve at half-maximal effect; % is scaled to controls: 0 for no effect and ±100 for the full control effect; nearly all actives have a fitted effect of over 55% in size
Target sequence (A8B2U2 whole entry, looked up): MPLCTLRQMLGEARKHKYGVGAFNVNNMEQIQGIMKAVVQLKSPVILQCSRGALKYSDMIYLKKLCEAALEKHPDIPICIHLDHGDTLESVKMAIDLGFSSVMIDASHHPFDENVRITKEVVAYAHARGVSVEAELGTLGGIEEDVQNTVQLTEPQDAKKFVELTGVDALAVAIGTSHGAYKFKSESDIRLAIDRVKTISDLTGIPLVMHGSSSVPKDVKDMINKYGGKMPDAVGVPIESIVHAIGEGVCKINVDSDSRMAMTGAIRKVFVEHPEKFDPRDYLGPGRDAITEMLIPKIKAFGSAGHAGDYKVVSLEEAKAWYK
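40 nM FBPA preincubated 10 min at RT with compound (up to 57.5 uM final), then substrate plus GAPDH/TPI/NAD/arsenate coupling and diaphorase/resazurin added. Fluorescence read after 20 min at RT, 525/598 nm.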
Shiga inhibitor: Shiga toxin inhibition. Vero cells, Shiga toxin protein synthesis inhibition reporter. inhibition, % at 38.7 µM. 290,000 compounds, 9.2% hits; in the data active = inhibition mostly above about 28%, no sharp cut-off; inactive = mostly below about 43%; also: 0% is about no effect
Pf growth 96h: P. falciparum growth inhibition at 96 hour, primary screen for plastid delayed-death inhibitors | P. falciparum luciferase reporter growth, 96 h | Potency, µM (doses to about 28.7 µM), for the others: at the top dose activity change, negative = inhibition, actives largely listed as inhibitors | 320,000 compounds, 6.9% hits; also: potency is read from the fitted curve at half-maximal effect; % is scaled to controls: 0 for no effect and ±100 for the full control effect
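Plates of compound plus infected erythrocytes (2% hematocrit, 0.05% parasitemia final) incubate 96 hours, 37 C, 5% CO2. Detection reagent added; reduced luminescence from the parasites' luciferase reporter flags inhibition.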
Starred values were filed as active, the others as inactive; ? = inconclusive; nt = not tested or not shown; [ ] = remark or other dose. Unless noted, calls follow the shape of the dose curve; as a rule, active = well fitted curve in the direction sought with a large enough effect; inconclusive = small, poorly fitted or top-dose-only effect, or another doubt; inactive = no such curve, though single readings can be large; an effect the other way counts as inactive or inconclusive.

Start of the data: the first 2 compounds as a preview:
SMILES	Pf growth 48h	Cycloheximide cs	Sm TGR block	FBPA Giardia inh	Shiga inhibitor	Pf growth 96h
COc1cccc(NC(=O)C(OC(=O)c2cnc(C)cn2)c2ccccc2)c1 (stereo not drawn)	?	nt	-1.4%	nt	nt	4.8%
CC1CCN(S(=O)(=O)c2ccc(C(=O)NCc3cccnc3)cc2)CC1	53.2%[activator]	-4.5	-0.3%	4.8%	-31.8	-27.5%

The listing, repeating the preview:
SMILES	Pf growth 48h	Cycloheximide cs	Sm TGR block	FBPA Giardia inh	Shiga inhibitor	Pf growth 96h
COc1cccc(NC(=O)C(OC(=O)c2cnc(C)cn2)c2ccccc2)c1 (stereo not drawn)	?	nt	-1.4%	nt	nt	4.8%
CC1CCN(S(=O)(=O)c2ccc(C(=O)NCc3cccnc3)cc2)CC1	53.2%[activator]	-4.5	-0.3%	4.8%	-31.8	-27.5%
CCCC(O)(c1ccc(CC)cc1)C(CN1CCOCC1)c1ccccc1 (stereo not drawn)	0.928µM*	-5.6	-11.4%	-0.2%	-5.1	0.3%
O=C(COC(=O)CNC(=O)c1ccccc1F)NCCC1=CCCCC1	13.5%	-0.8	4.3%	4.7%	-20.2	71.6%[activator]
CCn1c(N2CCC(C)CC2)nc2c1c(=O)n(C)c(=O)n2C	nt	-5.9	7.8%	-4.2%	-16.9	1.9%
CCOC(=O)c1cnc(SCC(=O)N2CCN(c3ccccc3)CC2)nc1N	19.4%	10.8	-3.0%	1.9%	-6.9	-5.1%
Cc1cccc(N(C(=O)Cc2cccs2)C(C(=O)NC2CCCC2)c2ccncc2)c1 (stereo not drawn)	-48.3%	-1.4	0.7%	8.4%	11.4	-16.5%
CCOC(=O)C1CCCN(C(=O)c2ccccc2NC(=O)C2=C(C)OCCS2)C1 (stereo not drawn)	?	5.3	-1.8%	4.7%	-13.5	4.15µM*
CC(C)=C(NC(=O)c1ccccc1)C(=O)NCCc1nc2ccccc2[nH]1	16.4%	-2.9	-2.6%	nt	-9.8	22.7%
O=C(CCCNC(=O)c1ccc(Cl)cc1)Nc1cccc(S(=O)(=O)N2CCCCC2)c1	?	nt	1.9%	nt	nt	15.4%
Cc1cc(C)n2c(SCC(=O)Nc3ccccc3)nnc2n1	nt	-3.2	1.9%	-2.5%	-16.1	-29.4%
CC(=O)NC(CC(=O)OC(C)C(=O)Nc1ccc(Cl)cn1)c1ccccc1 (stereo not drawn)	-8.6%	nt	1.4%	nt	nt	21.5%
O=C(CSCc1ccccc1)NCc1ccc2c(c1)OCO2	nt	11.9	-21.4%	4.4%	-6.5	?
CSCC(C)N1CCC(n2nccc2NC(=O)c2ccc3c(c2)OCO3)CC1 (stereo not drawn)	-6.5%	-2.3	2.1%	nt	-11.4	-0.3%
CCOc1ccc(C2C(C(=O)c3ccc(C)o3)=C(O)C(=O)N2c2nc(C)c(C(=O)OC)s2)cc1 (stereo not drawn)	48.9%[activator]	26.4*	44.7µM*	-22.5%	47.5*	30.2%[activator]
C=CCN(C(=O)c1csnn1)C(C(=O)NC1CCCC1)c1ccc(F)cc1 (stereo not drawn)	-0.7%	-1.0	-0.6%	nt	26.9	?
CC(=O)N1c2ccc(S(=O)(=O)N3CCCC(C(=O)Nc4cc(C)cc(C)c4)C3)cc2CC1C (stereo not drawn)	-26.1%	-0.6	3.3%	8.6%	0.5	0.5%
O=C(NCCN1CCOCC1)c1c(Cl)cccc1Cl	0.0%	4.1	2.2%	-8.5%	nt	?
CC(C)NC(=S)N1CCN(S(C)(=O)=O)CC1	3.8%	-0.5	1.5%	0.4%	9.4	-4.7%
COc1ccc(CN2C(=O)C(C)S/C2=N/N=C/c2ccco2)cc1 (stereo not drawn)	14.2%	31.9*	0.0%	-1.7%	137.1*	32.1%[activator]
CCCn1c(C)cc(C(=O)COC(=O)c2cc(S(=O)(=O)NCC(C)C)c(Cl)cc2Cl)c1C	5.4%	14.0	9.0%	-4.1%	-9.1	nt
Cc1cccc(OCCCC(=O)N2CCCCCC2)c1C	13.8%	-1.9	10.2%	-1.7%	-3.7	?
COc1ccc(C(C)=O)cc1COC(=O)c1ccc(C)c(S(=O)(=O)N2CCOCC2)c1	9.28µM*	nt	3.55µM*	nt	nt	9.28µM*
COc1ccccc1NC(=S)N(Cc1ccccc1)Cc1cccnc1	-17.2%	-7.4	-9.3%	5.5%	-5.0	?
CN(CC(=O)Nc1c(Cl)cccc1Cl)C(=O)c1cc(-c2cccs2)nn1-c1ccccc1	?	nt	-8.6%	nt	nt	-6.1%
CCOC(=O)C1=C(C)NC(=O)NC1/C(C)=C/c1ccccc1 (stereo not drawn)	-5.2%	-2.9	-9.9%	-0.1%	-6.4	nt
COc1cc(NC(=O)Cc2cccs2)cc(OC)c1	1.3%	-2.6	-5.3%	-7.1%	-5.7	10.4µM*
Cc1ccc(N(CC(=O)Nc2cc(C)ccc2C)S(C)(=O)=O)cc1	10.4%	-4.8	-1.5%	3.0%	nt	9.0%
CCCCOc1ccc(C(=O)NC(=S)Nc2ccc(CN3CCOCC3)cc2)cc1	-8.8%	-3.6	10.4%	0.1%	-11.9	?
Fc1ccc(-n2cc(-c3ccccc3)c3c(N4CCOCC4)ncnc32)cc1	-25.4%	2.6	0.2%	1.9%	-19.5	?

Copied from the listing (11 entries):
SMILES	Pf growth 48h	Cycloheximide cs	Sm TGR block	FBPA Giardia inh	Shiga inhibitor	Pf growth 96h
C=CCN(C(=O)c1csnn1)C(C(=O)NC1CCCC1)c1ccc(F)cc1 (stereo not drawn)	-0.7%	-1.0	-0.6%	nt	26.9	?
CC(=O)N1c2ccc(S(=O)(=O)N3CCCC(C(=O)Nc4cc(C)cc(C)c4)C3)cc2CC1C (stereo not drawn)	-26.1%	-0.6	3.3%	8.6%	0.5	0.5%
O=C(NCCN1CCOCC1)c1c(Cl)cccc1Cl	0.0%	4.1	2.2%	-8.5%	nt	?
CC(C)NC(=S)N1CCN(S(C)(=O)=O)CC1	3.8%	-0.5	1.5%	0.4%	9.4	-4.7%
COc1ccc(CN2C(=O)C(C)S/C2=N/N=C/c2ccco2)cc1 (stereo not drawn)	14.2%	31.9*	0.0%	-1.7%	137.1*	32.1%[activator]
CCCn1c(C)cc(C(=O)COC(=O)c2cc(S(=O)(=O)NCC(C)C)c(Cl)cc2Cl)c1C	5.4%	14.0	9.0%	-4.1%	-9.1	nt
Cc1cccc(OCCCC(=O)N2CCCCCC2)c1C	13.8%	-1.9	10.2%	-1.7%	-3.7	?
COc1ccc(C(C)=O)cc1COC(=O)c1ccc(C)c(S(=O)(=O)N2CCOCC2)c1	9.28µM*	nt	3.55µM*	nt	nt	9.28µM*
COc1ccccc1NC(=S)N(Cc1ccccc1)Cc1cccnc1	-17.2%	-7.4	-9.3%	5.5%	-5.0	?
CN(CC(=O)Nc1c(Cl)cccc1Cl)C(=O)c1cc(-c2cccs2)nn1-c1ccccc1	?	nt	-8.6%	nt	nt	-6.1%
CCOC(=O)C1=C(C)NC(=O)NC1/C(C)=C/c1ccccc1 (stereo not drawn)	-5.2%	-2.9	-9.9%	-0.1%	-6.4	nt

Further results follow:
SMILES	Pf growth 48h	Cycloheximide cs	Sm TGR block	FBPA Giardia inh	Shiga inhibitor	Pf growth 96h
COc1cc(Cl)ccc1NC(=S)N(CCN1CCOCC1)C1CCN(C(C)=O)CC1	4.2%	-2.3	5.7%	17.7µM*	-7.6	?
O=C(Oc1ccc2c3c(c(=O)oc2c1)CCCC3)c1ccco1	13.1%	0.4	-12.9%	-2.5%	-26.0	nt
Cc1cccc(OCCC(=O)Nc2ccc(S(=O)(=O)N3CCCC3)cc2)c1	?	0.7	-19.5%	-4.0%	-12.9	-0.6%
N/C(=N\O)c1ccc(N2CCN(c3ncccc3C(F)(F)F)CC2)nc1	285.3%[activator]	38.7*	-6.0%	1.3%	73.5*	197.8%[activator]
Cc1ccc(NC(=O)c2ccc3ccccc3n2)cc1S(=O)(=O)N(C)C	42.5%[activator]	26.5*	-2.9%	-13.6%	78.6*	159.5%[activator]
O=C(OCC(=O)N1CCCC1=O)c1cc(Cl)ccc1O	18.9%	nt	-2.4%	nt	nt	-1.5%
Cc1ccc(N(CCC#N)C(=O)CSc2nc3ccccc3c(=O)[nH]2)cc1	?	nt	-3.1%	nt	nt	?
C/C(CCc1ccc2c(c1)OCO2)=N\NC(=S)NC(C)C	?	10.1	-34.8%	-25.1%	-11.3	?
COc1ccc(OCC(=O)NNC(=S)NC(=O)C2CCCCC2)cc1	22.7%	14.6	-20.0%	nt	-13.2	?
Cc1ccccc1C(=O)Nc1sc2c(c1C(=O)O)CCC2	4.8%	10.3	nt	?	14.5	?
COc1cc(CC(NC(C)=O)C(=O)NC2CCN(c3c(Cc4ccccc4)c(C)nc4ncnn34)CC2)cc(OC)c1 (stereo not drawn)	?	-3.2	-7.2%	1.0%	-10.3	29.9%
Cc1cc(N2CCCCC2)n2nc(C)c(-c3ccccc3)c2n1	?	6.3	-8.9%	-3.1%	48.7	?
Cc1nc2cc(C(F)(F)F)ccc2n1C1CCN(CC(=O)NC(C)(C)C)CC1	9.28µM*	-2.4	0.9%	4.8%	-12.4	0.8%
O=C(NC(=S)NCc1ccccc1)c1ccccc1F	2.3%	13.4	?	nt	10.4	13.9%
COc1ccc2c(c1OC)C(=O)N(c1nccs1)C2	98.1%[activator]	33.7*	0.2%	-2.3%	66.5	91.4%[activator]
O=C(CCNS(=O)(=O)c1cccs1)NCc1ccco1	34.1%[activator]	-0.8	79.4µM*	2.8%	-3.1	11.6%
O=C(COC(=O)c1ccccc1NC(=O)c1ccccc1)c1ccc([N+](=O)[O-])cc1	-15.3%	10.8	-4.2%	-1.6%	-12.2	?
COc1ccc(CSc2nnc(C)n2N)cc1Br	12.9%	11.6	6.4%	1.2%	28.7	-6.9%
Cc1cc(S(=O)(=O)N2CCOCC2)ccc1OCC(=O)NCc1ccccn1	12.6%	-3.4	3.8%	9.6%	-6.7	11.1%
Nc1c(NCCc2ccccc2)c2ccccc2oc1=O	19.4%	23.7*	-0.3%[57.1 µM]	-7.4%	60.3*	35.7%[activator]
COc1ccccc1C(=O)N1CCN(Cc2ccc3c(c2)OCO3)CC1	-7.8%	-2.5	-9.4%	2.9%	-5.1	-9.0%
COC(=O)c1ccc(C2c3[nH]c4ccccc4c3C[C@H]3C(=O)N(C)CC(=O)N23)cc1 (stereo partly drawn)	?	-4.2	1.8%	17.3%	-3.7	?
O=[N+]([O-])c1cccc(C2=NC(c3ccccc3)CO2)c1 (stereo not drawn)	-6.2%	23.4*	2.4%	-3.0%	80.9*	10.5%
O=C(NCCN1CCOCC1)c1ccc(/C=C2\Sc3ccccc3N(Cc3ccccc3F)C2=O)cc1	?	-1.0	-2.1%	5.2%	-1.5	?
COc1ccc(NC(=O)C(NS(=O)(=O)c2cccs2)C(C)C)cc1Cl (stereo not drawn)	-4.9%	-4.6	3.4%	6.8%	-8.2	12.6%
O=C(NCC(=O)N1CCCCCC1)c1ccc(Br)cc1	30.0%[activator]	34.0*	-6.6%	4.9%	46.7*	45.1%[activator]
NS(=O)(=O)C#Cc1ccccc1	nt	26.4*	nt	8.9%	15.2*	nt
CCN(CC)CCN(C(=O)CN1C(=O)c2ccccc2C1=O)c1nc2cc3c(cc2s1)OCO3	8.3%	-0.5	-6.3%	-25.6%	12.9	35.0%[activator]
COc1ccc(/C=C2\SC(=S)N(CCC(=O)N3CCCCC3)C2=O)cc1	11.2%	-3.3	-16.3%	0.3%	-4.3	40.3%[activator]
CCc1ccc(N(C(=O)c2snc(C(N)=O)c2N)C(C(=O)NC2CCCC2)c2ccncc2)cc1 (stereo not drawn)	?	13.0	-9.1%	nt	37.2	0.0%
CNC(=O)/C(=C/c1ccc2c(c1)OCO2)NC(=O)c1ccc(Br)cc1	-13.9%	-2.0	5.5%	-0.1%	-5.7	?
COC(=O)C1=C(c2ccc(F)cc2OCc2ccccc2)C[C@@H]2CC[C@H]1N2C(=O)N1CCOCC1	6.57µM*	nt	-25.3%	nt	nt	?
